H37Rv inhibition: M. tuberculosis growth inhibition, HTS (AID 449762). hit rate 0.59% among 330,000. M. tuberculosis H37Rv growth inhibition, 7H9 media; higher % means a stronger effect. inhibition, % at 25 µM, or IC50 in µM where a hit was titrated; in the data active = a potency from the dose series; inconclusive = inhibition above about 70% without an active follow-up result;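 also: bacterial growth assessed after seven days of incubation; strong numbers were not always called active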
VEEV TC-83 Vero: inhibitors of VEEV TC-83 cytopathic effect, confirmation, Vero cells (AID 588727) | one-dose inhibition, % at 20 µM; IC50 in µM for titrated hits | hit rate 0.13% among 350,000 | Vero cells, VEEV TC-83 cytopathic effect inhibition; higher % means a stronger effect; in the data active = a potency from the dose series; inconclusive = inhibition mostly from about 14% at the one dose, without a potency; inactive = the rest, 99 in 100 with inhibition below about 12%; also: strong numbers were not always called active
Salmonella PhoP GFP: Inhibition of PhoP regulon, Salmonella typhi GFP reporter cells, confirmation, 4 h (AID 1850) | hit rate 0.33% among 310,000 | Salmonella Typhi PhoP-promoter GFP reporter, fluorescence, 4 h; higher % means a stronger effect | one-dose inhibition, % at 50 µM; IC50 in µM for titrated hits; in the data active = a potency from the dose series; inconclusive = inhibition mostly from about 25% at the one dose, without a potency; inactive = the rest, 99 in 100 with inhibition below about 19%;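 also: 0% = induced wells with vehicle and 100% = uninduced wells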
influenza NS1A: H1N1 influenza NS1A inhibitors, functional cell based assay (AID 504329) | inhibition, % at 12.5 µM; hits with a dose series show IC50 in µM | NS1A functional cell-based assay, percent inhibition; higher % means a stronger effect | hit rate 0.3% among 340,000; in the data active = a potency from the dose series; inconclusive = inhibition above about 27% without an active follow-up result; also: strong numbers were not always called active
tuberculosis growth: growth inhibition of non-replicating M. tuberculosis (AID 488890); one-dose inhibition, % at 25 µM; IC50 in µM for titrated hits; hit rate 0.39% among 320,000; Mycobacterium tuberculosis non-replicating, growth inhibition; higher % means a stronger effect; in the data active = a potency from the dose series; inconclusive = inhibition mostly from about 82% at the one dose, without a potency; inactive = the rest, 99 in 100 with inhibition below about 76%;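 also: plate controls were DMSO cells for no effect and high antibiotic wells for full effect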
VEEV TC-83 Vero 10K pilot screen: second read-out of VEEV TC-83 Vero, no call of its own (marks repeat the call); inhibition, %; measured here: 10K pilot screen inhibition
* = called active by the depositor; i = inactive; u = inconclusive; x = no result given; & = joins results of further samples.

SMILES	H37Rv inhibition	VEEV TC-83 Vero	Salmonella PhoP GFP	influenza NS1A	tuberculosis growth	others
CCN1CCN(C(=O)C(=O)c2cn(CC(=O)N(CC)CC)c3ccccc23)CC1	-8%	1.4%	-3%	-4%	5%
CCOC(=O)C(C)n1ncn2cccc2c1=O (stereo not drawn)	-7%	2.1%	11%	2%	-6%	VEEV TC-83 Vero 10K pilot screen=0.1
Cc1ccc(C(=O)C2Oc3ccccc3C3CC(c4ccc(C)cc4)=NN23)cc1 (stereo not drawn)	0%	1.0%	6%	-4%	9%
NC(=O)C1CCN(C(=O)c2ccc(NS(=O)(=O)c3ccc(F)cc3)cc2)CC1	-2%	1.9%	x	-10%	-1%
COc1cccc(CN(C)C(=O)CSc2nc3ccccc3[nH]2)c1OC	-4%	2.9%	-3%	0%	18%
COc1c(Cl)cc(Cl)cc1CNCc1ccccc1	1%	1.7%	-1%	-6%	17%
CCOC(=O)NC(CC(=O)O)c1ccc(OC)cc1 (stereo not drawn)	-4%	1.8%	12%	-2%	-4%
COc1ccc(/C=C/C(=O)N[C@H](C(=O)O)C(C)C)cc1	-12%	0.7%	5%	-5%	-19%
CC(NC(=O)Nc1ccccc1Cl)c1ccc2c(c1)OCO2 (stereo not drawn)	7%	3.4%	-2%	0%	-5%
CC(C)(C)OC(=O)N1CCC[C@H]1C(=O)Nc1ccc(Br)cc1	2%	0.5%	-2%	-15%	-8%
C[n+]1cccc(/C=N/Nc2nc(Cl)c(C#N)c(Cl)c2Cl)c1	3%	1.1%	17%	x	4%
O=C(Nc1cccc(F)c1)NC1CCCCC1	-8%	1.5%	26%	1%	10%

Filtered by structure, the entries above with sulfur.
SMILES	H37Rv inhibition	VEEV TC-83 Vero	Salmonella PhoP GFP	influenza NS1A	tuberculosis growth	others
NC(=O)C1CCN(C(=O)c2ccc(NS(=O)(=O)c3ccc(F)cc3)cc2)CC1	-2%	1.9%	x	-10%	-1%
COc1cccc(CN(C)C(=O)CSc2nc3ccccc3[nH]2)c1OC	-4%	2.9%	-3%	0%	18%

Carrying on.
SMILES	H37Rv inhibition	VEEV TC-83 Vero	Salmonella PhoP GFP	influenza NS1A	tuberculosis growth	others
CC(=O)N=c1ncn(CC(COC(C)=O)OC(C)=O)c2nc[nH]c12 (stereo not drawn)	2%	0.8%	2%	-2%	-7%
Cc1ccc(C)c(N2N=C(C(=O)Nc3ccccc3N3CCCC3)CCC2=O)c1	9%	1.2%	-9%	13%	28%
C=CCc1cccc2cc(C(=O)O)c(=O)oc12	-5%	3.9%	-6%	-6%	-3%
O=C(NCC(c1ccco1)N1CCCC1)c1sc2cc(F)ccc2c1Cl (stereo not drawn)	12%	0.8%	x	6%	46%
O=C(O)CSc1nc(C(F)(F)F)cc(=O)n1-c1ccccc1	1%	0.1%	-7%	2%	0%
CCOC(=O)N1CCN(C(=O)CSCC(=O)Nc2nc(-c3cccs3)cs2)CC1	-1%	2.8%	0%	9%	17%
Cc1cc2ccccc2n1CCNC(=O)c1cccs1	-2%	2.6%	1%	12%	u
CC(=O)N1CCN(C(=O)c2ccc(Oc3ccccc3)cc2)CC1	-4%	i	-13%	5%	-7%
Cc1cc(Cl)ccc1OCC(=O)NCCCN1CCOCC1	1%	1.5%	3%	5%	-2%
Cc1ccc(NC(=O)COC(=O)Cn2c(C)csc2=O)c([N+](=O)[O-])c1	5%	0.3%	-4%	-1%	-6%
O=C(Nc1ccccc1F)c1ccc(Br)o1	0%	0.1%	-7%	7%	i
CC(NC(=O)c1ccc(F)cc1)c1ccc(F)cc1 (stereo not drawn)	-4%	0.2%	-4%	-9%	79%
CCOC(=O)C1=C(CN2CCSCC2)NC(=O)NC1c1cccc([N+](=O)[O-])c1 (stereo not drawn)	1%	4.1%	8%	-24%	-6%
CC1CCC(NC(=O)COC(=O)C2=NN(c3ccccc3)C(=O)CC2)CC1 (stereo not drawn)	1%	i	x	0%	-7%
CN1C2CC(OC(=O)C(CO)c3ccccc3)CC1C1OC12 (stereo not drawn)	x	0.4%&1.0%	3%&-3%	-4%&-4%&-1%	-10%&-17%
O=C(N/N=C/c1ccccn1)C12CC3CC(CC(C3)C1)C2	51%	0.2%	-10%	-7%	u
CC(C)Cc1nc(C(N)=O)c2[nH]c(=O)n(-c3ccc(F)cc3)c2n1	5%	0.4%	17%	-5%	3%
COCCn1c(SC(C)C(=O)Nc2ccc(Cl)cn2)nnc1-c1ccncc1 (stereo not drawn)	0%	0.5%	-10%	5%	5%
COc1ccc(NC(=O)c2ccc(N(C)S(C)(=O)=O)cc2)cc1OC	-8%	i	-9%	-13%	-12%
Cc1cnc(C(=O)OCC(=O)NC2CCCCCCC2)cn1	-1%	0.6%	-10%	8%	11%
O=c1c(F)cn(C2CCCO2)c(=O)n1Cc1c(Cl)cccc1Cl (stereo not drawn)	-3%	1.8%	-1%	6%	6%
CCC(C)NC(=O)c1cc(S(=O)(=O)N2CCCCC2)c[nH]1 (stereo not drawn)	-8%	0.5%	x	20%	2%
O=C(CSc1nnc(-c2ccccc2)o1)N1CCc2ccccc2C1	u	7.2%	-4%	-1%	u
CC(NC(=O)C(=O)NN=C1CCCCCC1)c1ccccc1 (stereo not drawn)	-5%	i	10%	-1%	-1%	VEEV TC-83 Vero 10K pilot screen=0.9
COc1ccc(/C=C/C(=O)NCC(=O)N/N=C/c2cccs2)cc1	-6%	2.8%	-11%	14%	8%
S=C(NCc1ccccc1)NC1CCSc2ccccc21 (stereo not drawn)	-9%	3.7%	-12%	-11%	3%
CCOc1ccc(C(=O)Nc2nnc(C)s2)cc1OCC	-8%	4.8%	-3%	1%	1%
COC(=O)C1=C(N)OC2=C(C(=O)CCC2)C1c1cccnc1 (stereo not drawn)	0%	0.5%	-10%	14%	-9%
O=C1NC(=Nc2ccc(F)cc2)CS1	6%	1.4%	5%	-2%	22%
CCc1ccc(N2C(=O)C3C4C=CC(CC4)C3C2=O)cc1 (stereo not drawn)	6%	0.9%	-4%	-1%	1%
Cc1cc(C(=O)NNS(=O)(=O)c2ccc(C(C)(C)C)cc2)nn1C(C)(C)C	9%	1.0%	-6%	-2%	46%
COC(=O)c1ccc(-c2ccco2)n1Cc1cccc(C)c1	x	1.8%	-14%	13%	74%
CS(=O)(=O)c1ccc(C(=O)N2CCN(S(=O)(=O)c3ccc(C4CCCCC4)cc3)CC2)cc1	x	0.6%	x	2%	x
COCCCNC(=O)CN1C(=O)COc2ccc(S(=O)(=O)N3CC(C)CC(C)C3)cc21 (stereo not drawn)	-1%	0.9%	8%	-1%	11%
Cc1occc1-c1nnc(SCC(=O)O)n1-c1ccccc1	4%	0.6%	-9%	-7%	-2%
CC(=O)c1ccc(NC(=O)NNS(=O)(=O)c2ccc(F)cc2)cc1	1%	3.0%	-8%	16%	-10%
Cc1nnc(SCC(=O)NCC(=O)Nc2ccc(F)c(F)c2F)n1Cc1ccccc1	-4%	2.5%	0%	-4%	-12%
CCOc1ccc(S(=O)(=O)c2cn(C)c3cc(OC)c(OC)cc3c2=O)cc1	3%	0.7%	-4%	-7%	-20%
C/C(Cl)=C/Cn1c(SC(C)C)nc2c1c(=O)[nH]c(=O)n2C	3%	0.5%	-7%	3%	16%
Cc1ccccc1CN1CCN(S(=O)(=O)c2cccc3nsnc23)CC1	2%	1.3%	-6%	18%	0%
CC1CCN(CC(=O)N2c3ccccc3CC2C)CC1 (stereo not drawn)	4%	i	6%	6%	-9%
O=c1n(Cc2ccccc2)nc2n1-c1ccccc1SC2	6%	0.9%	7%	-1%	-1%
COc1ccccc1NC(=O)C1CCN(S(C)(=O)=O)CC1	5%	0.2%	0%	0%	4%
O=C(NC1CC1)C1CCCN1S(=O)(=O)c1ccc2ccccc2c1 (stereo not drawn)	-1%	2.2%	-4%	0%	-2%
COc1ccc2c(c1)c(=O)oc1cc(OCC(=O)N3CCC(C)CC3)ccc12	-4%	i	-1%	-6%	11%	VEEV TC-83 Vero 10K pilot screen=1.3
C=CCN1C(=O)NC(c2ccc(OC)cc2)(C(F)(F)F)S/C1=C(\C#N)c1nnc(N2CCOCC2)n1-c1ccccc1 (stereo not drawn)	-6%	8.3%	-19%	-7%	-8%
CC(=O)Nc1ccc(-c2cc(C(=O)O)c3ccc(C)cc3n2)cc1	-1%	0.4%	4%	-21%	12%
COc1ccc(S(=O)(=O)N2CCOC2CNC(=O)C(=O)NCc2ccco2)cc1C (stereo not drawn)	-9%	i	-1%	-3%	9%

Molecules above that contain bromine (two):
SMILES	H37Rv inhibition	VEEV TC-83 Vero	Salmonella PhoP GFP	influenza NS1A	tuberculosis growth	others
CC(C)(C)OC(=O)N1CCC[C@H]1C(=O)Nc1ccc(Br)cc1	2%	0.5%	-2%	-15%	-8%
O=C(Nc1ccccc1F)c1ccc(Br)o1	0%	0.1%	-7%	7%	i

The listing continues.
SMILES	H37Rv inhibition	VEEV TC-83 Vero	Salmonella PhoP GFP	influenza NS1A	tuberculosis growth	others
COc1ccc(OCC(=O)Nn2c(-c3ccc(OC)cc3)nc3ccccc3c2=O)cc1	0%	2.4%	4%	1%	-14%
COC(OC)c1ccc(C#N)c(SCc2ccc(C)cc2)n1	-3%	5.1%	0%	-24%	12%
Cc1cc(C)c(C#N)c(SC2CCCCC2=O)n1 (stereo not drawn)	1%	0.3%	2%	0%	4%
COc1ccc(C(C2C(=O)CC(C)(C)CC2=O)C2C(=O)CC(C)(C)CC2=O)cc1	14%	0.3%	7%	-27%	u
O=C(Cn1c(=O)c2sccc2n(Cc2cccc([N+](=O)[O-])c2)c1=O)NCCc1ccccc1	-1%	0.7%	4%	-1%	1%
CCCCc1nc2cc(Cl)ccc2o1	-5%	0.1%	10%	-4%	-2%
CC1=Nc2ccccc2/C1=C/c1nc(-c2ccc(C)s2)oc1O	u	1.9%	-6%	0%	u
O=C(CN1C(=O)NC2(CCOc3ccccc32)C1=O)NCc1ccccc1 (stereo not drawn)	4%	2.3%	x	0%	8%
Cc1ccc(C(=O)NCc2ccc3c(c2)OCO3)c(C)c1	10%	i	-3%	0%	28%
CC(=O)N1CCN(C(=O)CNC(=O)c2ccc(Br)o2)CC1	1%	1.1%	-14%	-4%	-4%
O=S(=O)(CCc1nc2ccccc2s1)c1ccc2ccccc2c1	-1%	1.1%	7%	-1%	-2%
CC1(C)Cc2nc(N3CCOCC3)c(C#N)cc2CO1	-5%	1.1%	-1%	-4%	7%
Cc1ccc(C(=O)N2CCCC(C(=O)Nc3cccc(-c4ccc(F)cc4)c3)C2)cn1 (stereo not drawn)	6%	i	2%	11%	20%
CC(/C=C1\SC(=Nc2cccnc2)NC1=O)=C\c1ccccc1	3%	11%	7%	-2%	8%
COc1cc(/C=C/C(=O)O)cc(S(=O)(=O)N(CC(C)C)CC(C)C)c1OC	-4%	0.8%	-9%	-6%	-16%
Cc1cc(OCC(=O)NC(Cc2ccc(Cl)cc2)C(=O)O)c2c3c(c(=O)oc2c1)CCCC3 (stereo not drawn)	-11%	3.5%	11%	4%	-4%
COC(=O)c1[nH]c2ccccc2c1NC(=O)CCN1CCSCC1	-4%	0.6%	0%	-2%	-7%
O=C(Nc1cc(-c2nn(CC(=O)N3CCCCC3)c(=O)c3ccccc23)ccc1N1CCOCC1)c1ccc(Cl)cc1	1%	0.7%	1%	2%	1%
COc1cc(OC)cc(C(=O)N[C@H](C(=O)OCC(=O)Nc2ccc(F)c(F)c2)C(C)C)c1	7%	0.6%	3%	4%	14%
COCCn1c(=S)[nH]c2cc(C(=O)N3CCN(c4ccccc4OC)CC3)ccc2c1=O	-11%	9.1%	-8%	-10%	-1%
CCC(=O)Oc1ccc(NC(=O)CSCc2ccccc2)cc1	11%	0.2%	1%	-14%	u
COc1ccc(OC)c(-n2c(O)c(C=NCCN3CCNCC3)c(=O)[nH]c2=S)c1	-8%	0.2%	4%	-1%	-20%
COCCNC(=O)c1ccccc1N(Cc1ccccc1)S(=O)(=O)c1ccc(C)cc1	10%	2.8%	-10%	-4%	9%
CCOCc1nnc(NC(=O)c2cccs2)s1	-2%	0.8%	8%	-12%	-14%	VEEV TC-83 Vero 10K pilot screen=1.1
Cc1ccc2cc(COC(=O)c3ccco3)c(=O)[nH]c2c1	-1%	3.9%	-1%	3%	12%
CC(C)NC(=O)COC(=O)/C=C/c1ccco1	2%	0.6%	-3%	8%	-11%

Screening data as filed in PubChem.

An unsorted share of the library; about 1.5% have a hit in one of these screens.
